Screens (PubChem)
TAAR1 antagonist: human TAAR1 antagonists, primary screen, Fluo-8 calcium fluorescence, CHO RD-HGA16 cells; antagonist; inhibition, % at 3 µM; 360,000 compounds, 1.5% hits; AID 624466, 2012;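 active means inhibition above a per-plate cutoff, the mean inhibition of test compounds on that plate plus 3 SD, cut at about 49% in these data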;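 further: 0% = DMSO plus EC80 beta-PEA response and 100% = DMSO alone without agonist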
Target sequence (Q96RJ0 whole entry, looked up): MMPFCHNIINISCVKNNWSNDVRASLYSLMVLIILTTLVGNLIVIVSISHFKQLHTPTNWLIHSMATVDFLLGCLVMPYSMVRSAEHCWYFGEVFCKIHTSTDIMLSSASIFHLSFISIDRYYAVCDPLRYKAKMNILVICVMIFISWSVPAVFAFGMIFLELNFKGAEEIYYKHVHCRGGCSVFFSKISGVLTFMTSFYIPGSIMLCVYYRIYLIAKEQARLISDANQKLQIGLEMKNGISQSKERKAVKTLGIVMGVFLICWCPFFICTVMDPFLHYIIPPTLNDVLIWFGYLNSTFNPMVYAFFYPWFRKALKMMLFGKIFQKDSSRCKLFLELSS
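Test system: CHO RD-HGA16 cells bearing hTAAR1 | Reagent: β-PEA, EC80 | Compound dosing: 3 µM, single point | Schedule: Dye loading 75 min at 37 °C, then 30 min room temperature | Signal: Calcium fluorescence with Fluo-8 | Evaluation: Percent inhibition of PEA-evoked calcium signal, max/basal emission ratio | Control set: DMSO-only wells and EC80 β-PEA-stimulated wells | Repeats: Singlicate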
CHO-K1 Ca ag: counter-screen for M1 agonists: effect in parental CHO-K1 cells | activation, % at 3 µM | Fluo-8 calcium fluorescence; scaled to maximal ATP response, vehicle zero | 360,000 compounds, 0.48% hits; in the data active means activation above about 15%;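 further: untransfected CHO-K1 host cells lacking M1 receptor as counterscreen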
CHO-K1 Ca PAM: nonselective calcium activators in parental CHO-K1 cells, primary screen, counter-screen for M1 PAM project, cell-based, Fluo-8 calcium fluorescence, full deck, 1536-well; ATP EC20; 0% at ATP EC20, 100% at ATP max; activation, % at 3 µM; 360,000 compounds, 0.02% hits; AID 602247, 2012;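 active means activation above the run cutoff, the mean activation of all test compounds plus 3 SD, cut at about 40% in these data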;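 further: peak over basal fluorescence ratio in a 140 s read after ATP addition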
OXTR potentiate: human OXTR potentiators, primary screen, fluorescence, CHO-OTR cells, Fluo-8 calcium | Oxytocin receptor (Homo sapiens), P30559 | Fluo-8 calcium fluorescence, potentiator mode; 0% = oxytocin EC15, 100% = EC100 | activation, % at 3 µM | 320,000 compounds, 0.061% hits | AID 2445, 2010;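 active means activation above that plate's cutoff, the mean activation of tested compounds plus 3 SD, cut at about 6.6% in these data, passing the limit was not always enough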;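 further: 100% uses oxytocin at 75 nM as the full agonist control; some results filed as inactive read as strong as hits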
Target sequence (P30559 whole entry, looked up): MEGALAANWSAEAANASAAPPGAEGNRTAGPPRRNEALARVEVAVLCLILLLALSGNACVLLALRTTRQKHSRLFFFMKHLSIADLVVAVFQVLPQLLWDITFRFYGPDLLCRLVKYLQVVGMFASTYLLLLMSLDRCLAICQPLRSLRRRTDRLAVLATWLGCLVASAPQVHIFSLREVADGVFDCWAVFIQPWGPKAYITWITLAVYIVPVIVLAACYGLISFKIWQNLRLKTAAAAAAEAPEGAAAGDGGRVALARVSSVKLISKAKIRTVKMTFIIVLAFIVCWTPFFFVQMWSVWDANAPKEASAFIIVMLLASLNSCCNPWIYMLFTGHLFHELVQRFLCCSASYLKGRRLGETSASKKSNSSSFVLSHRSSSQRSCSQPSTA
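Assay system: CHO cell line stably expressing human OTR | Also added: Oxytocin at about EC15, sub-maximal agonist stimulus | Times: Compound 6 min at room temperature before oxytocin, 100 s read | Measured by: Fluo-8 intracellular calcium fluorescence, ex 470-495, em 515-575 nm | Controls: EC15 oxytocin alone as 0%, 75 nM oxytocin as 100%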
TAAR1 agonist: human TAAR1 agonists, primary screen, Fluo-8 calcium fluorescence, CHO RD-HGA16 cells; Trace amine-associated receptor 1 (Homo sapiens), Q96RJ0; activation, % at 3 µM; vehicle wells 0%, saturating PEA agonist 100%; 360,000 compounds, 0.99% hits;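 active means activation above the mean activation of all test compounds in the run plus 3 SD, cut at about 38% in these data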
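System: CHO-derived RD-HGA16 cells with stable Gα16 and human TAAR1 / Times: 17-24 h plating, Fluo-8 75 min 37 °C, 30 min RT / Technique: calcium-sensitive Fluo-8 signal, excitation 470-495, emission 515-575 nm / Measure: % activation relative to PEA EC100 response / Benchmarks: DMSO and PEA EC100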
CHRM1 antagonist: human M1 muscarinic receptor antagonists, primary screen, CHO-K1 cells, Fluo-8 calcium fluorescence, 1536-well; Muscarinic acetylcholine receptor M1 (Homo sapiens), P11229; CHO-K1 hM1, ACh EC80 antagonist; inhibition, % at 3 µM; 360,000 compounds, 1.3% hits; AID 588852, 2011;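 active means percent inhibition above its own plate's cutoff, namely the mean of that plate's compound wells plus 3 SD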;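 further: peak over basal fluorescence ratio during 140 s after agonist addition; 0% = ACh EC80 plus DMSO and 100% = DMSO alone without agonist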
CHRM1 agonist: human M1 muscarinic receptor agonists, primary screen, Fluo-8 calcium fluorescence, CHO-K1 cells, HTS. AID 588814, 2011. Muscarinic acetylcholine receptor M1 (Homo sapiens), P11229. activation, % at 3 µM. 360,000 compounds, 0.33% hits. CHO-K1 hM1, agonist mode; 0% DMSO, 100% acetylcholine EC100;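 active means activation above the run's mean compound activation plus 3 SD, cut at about 16% in these data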;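 further: peak over basal fluorescence ratio within a 140 s kinetic read after compound addition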
CHO parental Ca: ATP-evoked calcium signal inhibitors, parental CHO, primary screen, counter-screen for OX1R antagonist project, cell-based, fluorescence, Fluo-8 calcium dye; parental CHO-K1, ATP-induced calcium, Fluo-8 fluorescence; inhibition, % at 5.6 µM; 330,000 compounds, 0.63% hits;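 active means inhibition above that plate's mean sample inhibition plus 3 SD, cut at about 26% in these data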;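 further: 0% = ATP-challenged DMSO wells and 100% = DMSO wells without ATP; some compounds past the cut are filed as inactive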
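Assay system: parental CHO cells; Read-out basis: percent inhibition of ATP-evoked calcium rise, normalized to controls; Benchmarks: ATP and no-ATP DMSO wells; Compound dosing: single nominal dose of 5.6 µM per compound; Signal: Fluo-8 calcium dye fluorescence; Also added: ATP as calcium-mobilizing challenge; Repeats: singlicate.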
CHO-K1 Ca antag: nonselective inhibitor or artifact in parental CHO-K1 cells | ATP-induced calcium, Fluo-8 fluorescence | 360,000 compounds, 0.6% hits | inhibition, % at 3 µM;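 active means inhibition above a per-plate cutoff, the plate's mean sample inhibition plus 3 SD, cut at about 24% in these data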;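 further: 0% = DMSO plus EC80 ATP and 100% = DMSO alone without ATP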
* = called active by the depositor.

Screening Cc1ccc(S(=O)(=O)N2CC3(O)CN(C(=O)OC(C)C)N(C(=O)OC(C)C)CC3(OC(=O)NC3CCCC3)C2)cc1 (stereo not drawn) returned TAAR1 antagonist 49*, CHO-K1 Ca ag 4.2, CHO-K1 Ca PAM 16, TAAR1 agonist 6, CHRM1 antagonist -4, CHRM1 agonist -1 and CHO-K1 Ca antag -10.
Cc1cccc(S(=O)(=O)NC(=O)C2(C)CCN2C(=O)CCC2CCCC2)c1 (stereo not drawn) was read as TAAR1 antagonist 1, CHO-K1 Ca ag 0.1, CHO-K1 Ca PAM 15, TAAR1 agonist -1, CHRM1 antagonist -12, CHRM1 agonist -2 and CHO-K1 Ca antag -10.
Screening CC1(C(=O)NS(=O)(=O)c2cccc(C#N)c2)CCN1C(=O)Cc1ccc(Cl)cc1Cl (stereo not drawn) returned TAAR1 antagonist -15, CHO-K1 Ca ag -0.1, CHO-K1 Ca PAM -2, TAAR1 agonist 3, CHRM1 antagonist -3, CHRM1 agonist -3 and CHO-K1 Ca antag -4.
Screening CC1(C)C(=O)OC(c2cc(Br)ccc2O)C(C)(C)C1=O (stereo not drawn) returned TAAR1 antagonist 2, CHO-K1 Ca ag 5.8, CHO-K1 Ca PAM 19, OXTR potentiate -3, TAAR1 agonist 3, CHRM1 antagonist -1, CHRM1 agonist -5, CHO parental Ca -17 and CHO-K1 Ca antag 3.
Cc1ccc(C(=O)NCc2ccc3c(c2)OCO3)o1 was read as TAAR1 antagonist -13, CHO-K1 Ca ag -0.1, CHO-K1 Ca PAM -18, OXTR potentiate -3, TAAR1 agonist 0, CHRM1 antagonist -12, CHRM1 agonist -2, CHO parental Ca -18 and CHO-K1 Ca antag 1.
For CCc1nnc(NC(=O)C(CC)CC)s1 the results were TAAR1 antagonist -15, CHO-K1 Ca ag 0.8, CHO-K1 Ca PAM 24, OXTR potentiate 0, TAAR1 agonist 0, CHRM1 antagonist -10, CHRM1 agonist -5, CHO parental Ca -3 and CHO-K1 Ca antag -16.
Screening COc1ccc(/C=N/NC(=O)c2cccs2)c2ccccc12 returned TAAR1 antagonist -14, CHO-K1 Ca ag 0.5, CHO-K1 Ca PAM -8, OXTR potentiate -4, TAAR1 agonist 0, CHRM1 antagonist -7, CHRM1 agonist -1, CHO parental Ca -22 and CHO-K1 Ca antag 6.
`Cc1ccc2nc(CSc3nc(C)nc4c3oc3ccccc34)[nH]c2c1` gave TAAR1 antagonist 30, CHO-K1 Ca ag 0.8, CHO-K1 Ca PAM 3, OXTR potentiate -4, TAAR1 agonist 9, CHRM1 antagonist 7, CHRM1 agonist -7, CHO parental Ca -40 and CHO-K1 Ca antag -7.
`COc1ccc(Cn2cc(CN3CC(N4CC=CC4)CS3(=O)=O)nn2)cc1` (stereo not drawn) gave TAAR1 antagonist -2, CHO-K1 Ca ag 3.1, CHO-K1 Ca PAM 10, TAAR1 agonist 1 and CHO-K1 Ca antag -7.
CCCN(C(=O)c1cc(S(=O)(=O)N2CCCCCC2)ccc1OC)C1CCS(=O)(=O)C1 (stereo not drawn) was read as TAAR1 antagonist -4, CHO-K1 Ca ag 1.8, CHO-K1 Ca PAM 8, OXTR potentiate -9, TAAR1 agonist 2, CHRM1 antagonist -6, CHRM1 agonist -4, CHO parental Ca -6 and CHO-K1 Ca antag 3.
`Cc1nn(CC(=O)NCC(C)c2ccccc2)c(=O)c2cccn12` (stereo not drawn) gave TAAR1 antagonist 1, CHO-K1 Ca ag 0.5, CHO-K1 Ca PAM -6, OXTR potentiate -1, TAAR1 agonist 1, CHRM1 antagonist 14, CHRM1 agonist 0, CHO parental Ca -8 and CHO-K1 Ca antag 1.
Screening CCCCC1N2CC3([N+](=O)[O-])CN1CC([N+](=O)[O-])(C2)C3(C)C (stereo not drawn) returned TAAR1 antagonist 5, CHO-K1 Ca ag -0.2, CHO-K1 Ca PAM 7, OXTR potentiate -5, TAAR1 agonist -1, CHRM1 antagonist 6, CHRM1 agonist -7, CHO parental Ca -7 and CHO-K1 Ca antag -3.
Screening COc1ccc2cc(CCNC(=O)c3ccc(Br)o3)c(=O)[nH]c2c1 returned TAAR1 antagonist -5, CHO-K1 Ca ag 1.6, CHO-K1 Ca PAM 26, OXTR potentiate -8, TAAR1 agonist 2, CHRM1 antagonist -3, CHRM1 agonist -3, CHO parental Ca -12 and CHO-K1 Ca antag -8.
Screening CCOc1ccccc1NC(=O)C1CCCN1C(=O)OCc1ccccc1 (stereo not drawn) returned TAAR1 antagonist 0, CHO-K1 Ca ag -0.1, CHO-K1 Ca PAM 9, OXTR potentiate -6, TAAR1 agonist 2, CHRM1 antagonist -11, CHRM1 agonist -5, CHO parental Ca -23 and CHO-K1 Ca antag -12.
Cc1cc(C)cc(N2C(=O)C=CC2=O)c1 was read as TAAR1 antagonist -10, CHO-K1 Ca ag -0.1, CHO-K1 Ca PAM -17, TAAR1 agonist 3, CHRM1 antagonist -1, CHRM1 agonist -1 and CHO-K1 Ca antag -1.
For Cc1ccc(C)c2[nH]c(=O)c(CN(Cc3ccco3)C(=S)NCC3CCCO3)cc12 (stereo not drawn) the results were TAAR1 antagonist 16, CHO-K1 Ca ag 1.0, CHO-K1 Ca PAM 4, OXTR potentiate -6, TAAR1 agonist 2, CHRM1 antagonist 9, CHRM1 agonist -5, CHO parental Ca -24 and CHO-K1 Ca antag -16.
O=C(CSc1nnc2c(n1)[nH]c1ccc(F)cc12)N1CCOCC1 was read as TAAR1 antagonist -19, CHO-K1 Ca ag 0.9, CHO-K1 Ca PAM 0, OXTR potentiate 4, TAAR1 agonist 1, CHRM1 antagonist -3, CHRM1 agonist -2, CHO parental Ca -4 and CHO-K1 Ca antag -13.
For CCOC(=O)C1(Cc2ccc(OC)cc2)CCN(C(=O)c2ccoc2C)CC1 the results were TAAR1 antagonist 5, CHO-K1 Ca ag 2.1, CHO-K1 Ca PAM 25, OXTR potentiate -8, TAAR1 agonist 1, CHRM1 antagonist -12, CHRM1 agonist -4, CHO parental Ca -28 and CHO-K1 Ca antag -19.
For COC(=O)c1ccc(CSCc2ccc(C(=O)OC)o2)o1 the results were TAAR1 antagonist -27, CHO-K1 Ca ag 1.9, CHO-K1 Ca PAM -11, OXTR potentiate -3, TAAR1 agonist 6, CHRM1 antagonist 3, CHRM1 agonist -5, CHO parental Ca -6 and CHO-K1 Ca antag -12.
`Cn1c(C(=O)NCCc2c[nH]c3ccccc23)cc2sccc21` gave TAAR1 antagonist 32, CHO-K1 Ca ag 1.1, CHO-K1 Ca PAM -5, OXTR potentiate -7, TAAR1 agonist 2, CHRM1 antagonist -5, CHRM1 agonist -1, CHO parental Ca -4 and CHO-K1 Ca antag 2.
`O=C1CSC(c2cccc(F)c2)N1c1ccc(O)cc1` (stereo not drawn) gave TAAR1 antagonist -3, CHO-K1 Ca ag 1.1, CHO-K1 Ca PAM 4, OXTR potentiate -5, TAAR1 agonist 8, CHRM1 antagonist 2, CHRM1 agonist -9, CHO parental Ca -1 and CHO-K1 Ca antag -20.
O=C(NC(=S)Nc1ccc(-c2nc3ncccc3o2)cc1)c1ccccc1F was read as TAAR1 antagonist -12, CHO-K1 Ca ag 1.2, CHO-K1 Ca PAM 12, OXTR potentiate -11, TAAR1 agonist 1, CHRM1 antagonist 3, CHRM1 agonist -4, CHO parental Ca -16 and CHO-K1 Ca antag 1.
Screening COc1cccc(NC(=O)c2ccc(CN3CCOCC3)cc2)c1 returned TAAR1 antagonist -5, CHO-K1 Ca ag 0.6, CHO-K1 Ca PAM 20, OXTR potentiate -1, TAAR1 agonist 8, CHRM1 antagonist -3, CHRM1 agonist -2, CHO parental Ca -10 and CHO-K1 Ca antag -7.
CC(C)c1ccc(C(C(=O)NC2CCCC2)N(C(=O)c2csnn2)C2CC2)cc1 (stereo not drawn) was read as TAAR1 antagonist 2, CHO-K1 Ca ag 0.2, CHO-K1 Ca PAM -5, OXTR potentiate -2, TAAR1 agonist -6, CHRM1 antagonist -7, CHRM1 agonist -3, CHO parental Ca -20 and CHO-K1 Ca antag -14.
`COc1ccccc1-c1cnc(C(O)c2ccc(F)c(F)c2)[nH]1` (stereo not drawn) gave TAAR1 antagonist 5, CHO-K1 Ca ag 1.5, CHO-K1 Ca PAM 29, TAAR1 agonist 3, CHRM1 antagonist -9, CHRM1 agonist 1 and CHO-K1 Ca antag -12.
Screening CC(=O)C(Cc1ccccc1)NC(=O)COC(=O)c1ccc(-n2cnnn2)cc1 (stereo not drawn) returned TAAR1 antagonist -12, CHO-K1 Ca ag 0.7, CHO-K1 Ca PAM 15, OXTR potentiate -5, TAAR1 agonist 1, CHRM1 antagonist -10, CHRM1 agonist 0, CHO parental Ca -6 and CHO-K1 Ca antag -15.
CC(=O)N(C(C)=O)n1c(/C=C/c2cccc([N+](=O)[O-])c2)nc2ccccc2c1=O was read as TAAR1 antagonist -17, CHO-K1 Ca ag 0.9, CHO-K1 Ca PAM 6, OXTR potentiate 3, TAAR1 agonist 1, CHRM1 antagonist -17, CHRM1 agonist -3, CHO parental Ca -13 and CHO-K1 Ca antag -2.
For Brc1cc2ccccc2[n+](Cc2ccccc2)c1 the results were TAAR1 antagonist 1, CHO-K1 Ca ag 0.0, CHO-K1 Ca PAM 1, OXTR potentiate 1, TAAR1 agonist 8, CHRM1 antagonist 0, CHRM1 agonist -12, CHO parental Ca -15 and CHO-K1 Ca antag -1.
For O=C1C[C@@H]2c3c(cccc3CN1Cc1ccc(F)cc1)C[C@@H](O)[C@H]2O the results were TAAR1 antagonist 20, CHO-K1 Ca ag 0.9, CHO-K1 Ca PAM 5, OXTR potentiate -3, TAAR1 agonist 7, CHRM1 antagonist 7, CHRM1 agonist -5, CHO parental Ca -4 and CHO-K1 Ca antag -8.
